# Source: PubChem BioAssay
# LMPTP block – LMPTP phosphatase inhibitors, primary screen, biochemical, fluorescence intensity, uHTS; inhibition, % at 20 µM; recombinant LMPTP-A, OMFP fluorogenic substrate; 360,000 tested, 0.22% active;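 active = compounds that cut the enzyme signal by at least half of the control window in the single-dose screen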;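 note: plate controls were DMSO wells with enzyme plus substrate for no effect and substrate without enzyme for full effect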
#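 Assay system: LMPTP-A, protein tyrosine phosphatase of low molecular weight / Medium: pH 6.0 Bis-Tris buffer with DTT and Triton X-100 / Schedule: 50 min enzyme reaction at room temperature, protected from light / Measured by: endpoint fluorescence intensity from OMFP dephosphorylation / Read-out basis: % inhibition relative to no-enzyme and uninhibited control wells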
# DNMT1 block – human DNMT1 methyltransferase inhibitors, primary screen, biochemical, molecular beacon, fluorescence, HinP1I cleavage, uHTS; 360,000 tested, 0.83% active; DNA (cytosine-5)-methyltransferase 1 (Homo sapiens), P26358; inhibition (reported as % activation of signal), % at 10 µM; in the data active = inhibition above about 50%
# MT1-MMP act inh – blockers of MT1-MMP proenzyme processing, primary screen, HT1080 RFP-PRO-GFP cells, GFP/RFP fluorescence; Matrix metalloproteinase-14 (Homo sapiens), P50281; GFP/RFP ratio fluorescence, overnight; percent of plate control window, DMSO zero; GFP/RFP ratio change, % at 20 µM; 360,000 tested, 0.061% active; AID 651647, 2012;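 active = GFP/RFP ratio change of at least 30% with cell ATP level not reduced by more than half and red fluorescence within 50% of control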; note: strong numbers were not always called active
#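 Assay system: HT1080 RFP-PRO-GFP cells. Benchmarks: DMSO vehicle wells and RFP-L50D-GFP reporter cell wells. Times: overnight cell settling, then overnight compound exposure, 37 °C, 5% CO2. Compound: 20 µM single dose, 1% DMSO. Read-out basis: GFP/RFP fluorescence ratio.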
# Rpn11 inh – Rpn11 (PSMD14) deubiquitinase inhibitors, primary screen, biochemical, fluorescence polarization, uHTS | calls only at 20 µM | 360,000 tested, 0.59% active | human 26S proteasome, Ub4-pepOG fluorescence polarization; 20S core pre-blocked with epoxomicin | AID 588493, 2011;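 active = inhibition at 20 µM, scaled to each plate's controls, above about 33%, limit read from the data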
# Target sequence (O00487 whole entry, looked up): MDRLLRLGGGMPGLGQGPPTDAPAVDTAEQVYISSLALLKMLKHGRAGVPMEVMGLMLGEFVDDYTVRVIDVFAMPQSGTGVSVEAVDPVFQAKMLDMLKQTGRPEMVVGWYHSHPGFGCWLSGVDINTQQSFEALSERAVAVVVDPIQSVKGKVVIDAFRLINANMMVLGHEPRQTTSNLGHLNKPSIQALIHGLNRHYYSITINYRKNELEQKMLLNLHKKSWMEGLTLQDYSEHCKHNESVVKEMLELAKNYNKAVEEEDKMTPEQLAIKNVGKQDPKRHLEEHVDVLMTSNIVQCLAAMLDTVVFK
# Scp1 inh – Scp-1 phosphatase inhibitors, primary screen, biochemical, colorimetric, uHTS. Carboxy-terminal domain RNA polymerase II polypeptide A small phosphatase 1 (Homo …. Recombinant Scp1, phosphopeptide, malachite green phosphate absorbance. inhibition, % at 20 µM. 340,000 tested, 0.88% active;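 active = inhibition above about 50% at 20 µM, limit read from the data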;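 note: plate controls were DMSO wells with enzyme for no effect and wells lacking enzyme for full effect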
#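 Assay system: SCP-1 catalytic fragment, aa 76-261 | Buffer or medium: Tris acetate buffer pH 5.5 with MgCl2 and Tween-20 | Compound: One concentration, 20 µM, with 1.0% DMSO | Also added: Phospho 17-mer peptide substrate | Signal: Absorbance at 630 nm | Incubation: 45 min enzyme reaction at room temperature | Measure: % inhibition of SCP-1 phosphate liberation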
# SKN-1 block – suppressors of acrylamide-induced Pgst-4::GFP reporter in worms, primary screen, SKN-1 inhibitor project, whole organism, uHTS, GFP/RFP fluorescence ratio, strain VP596; AID 624304, 2012; C. elegans VP596 Pgst-4::GFP/RFP ratio, 24 h; inhibition, % at 21.8 µM; 360,000 tested, 0.49% active;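 active = interference check ratio from 0.5 to 1.5 plus GFP to RFP signal ratio inhibition reaching or exceeding a fixed threshold, cut at about 30% in these data, passing the limit was not always enough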; note: some compounds called inactive have numbers as strong as hits
# SUMO1 PPI mod – modulators of SUMO1 protein-protein interactions, primary screen, biochemical, uHTS | Small ubiquitin-related modifier 1 (Homo sapiens), P63165 | SUMO1 binding to a labelled peptide, TR-FRET, 1 h | inhibition, % at 20 µM | 360,000 tested, 0.33% active; in the data active = inhibition above about 37%
# Target sequence (P63165 whole entry, looked up): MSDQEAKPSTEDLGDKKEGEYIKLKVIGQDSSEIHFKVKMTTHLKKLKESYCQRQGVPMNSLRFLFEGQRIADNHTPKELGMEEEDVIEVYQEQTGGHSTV
# NadD inh – inhibitors of S. aureus NadD, primary screen, biochemical, colorimetric, uHTS; Nicotinate-nucleotide adenylyltransferase NadD (Staphylococcus aureus N315); purified NadD enzyme, colorimetric absorbance read-out; inhibition, % at 20 µM; 360,000 tested, 0.78% active; AID 602399, 2012; in the data active = inhibition above about 26%; note: some compounds past the cut are filed as inactive
# CendR NRP1 mod – modulators of CendR peptide binding to NRP-1, primary screen, biochemical, fluorescence polarization, uHTS. Neuropilin-1 (Homo sapiens), O14786. FAM-RPARPAR peptide binding to NRP-1. inhibition, % at 25 µM. 360,000 tested, 0.85% active. AID 602438, 2012;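 active = inhibition or corrected inhibition above about 18%, plus a signal ratio from 0.5 to 1.5, limit read from the data, passing the limit was not always enough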; note: strong numbers were not always called active
# STEP inh – STEP phosphatase inhibitors, primary screen, biochemical, fluorescence intensity, uHTS | Tyrosine-protein phosphatase non-receptor type 5 (Homo sapiens), P54829 | recombinant STEP, OMFP fluorogenic substrate | inhibition, % at 20 µM | 360,000 tested, 0.25% active | AID 588621, 2011;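 active = inhibition at 20 µM, scaled per plate between control wells, above about 37%, limit read from the data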;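 note: 0% = DMSO with enzyme and substrate and 100% = substrate only without enzyme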
# Target sequence (P54829 whole entry, looked up): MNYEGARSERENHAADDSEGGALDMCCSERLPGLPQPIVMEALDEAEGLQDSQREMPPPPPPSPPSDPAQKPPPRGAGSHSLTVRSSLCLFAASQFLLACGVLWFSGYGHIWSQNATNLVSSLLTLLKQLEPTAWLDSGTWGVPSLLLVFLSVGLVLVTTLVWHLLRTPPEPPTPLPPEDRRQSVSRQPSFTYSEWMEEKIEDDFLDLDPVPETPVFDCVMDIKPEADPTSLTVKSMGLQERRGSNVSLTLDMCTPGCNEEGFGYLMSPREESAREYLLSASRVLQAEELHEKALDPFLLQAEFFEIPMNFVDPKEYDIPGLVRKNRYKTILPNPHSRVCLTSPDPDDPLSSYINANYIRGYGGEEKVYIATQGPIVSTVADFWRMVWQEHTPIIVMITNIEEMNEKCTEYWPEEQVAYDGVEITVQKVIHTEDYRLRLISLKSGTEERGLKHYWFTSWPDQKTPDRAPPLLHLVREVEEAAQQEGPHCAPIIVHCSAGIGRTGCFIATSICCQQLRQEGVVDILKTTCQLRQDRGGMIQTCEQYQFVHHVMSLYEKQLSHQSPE
#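 material = STEP tyrosine phosphatase | reagent = fluorogenic phosphatase substrate OMFP at 25 µM final | doses = single compound dose of 20 µM, 1% DMSO final | schedule = 20 min reaction, room temperature, in the dark | measured by = fluorescence, 480/540 nm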
# Active calls of the source: *; i = inactive; / = not tested or not shown; + = active, no number.
SMILES,LMPTP block,DNMT1 block,MT1-MMP act inh,Rpn11 inh,Scp1 inh,SKN-1 block,SUMO1 PPI mod,NadD inh,CendR NRP1 mod,STEP inh
CCCCCCN(C(=O)CCl)c1ccccc1,-0.8,14,-9,i,-27,-2,-2,-2,0,-1
COCc1cc(C)nc(SCC(=O)N2CCC(C)CC2)c1C#N,-1.0,0,-3,i,3,-14,1,-8,-6,-3
O=C(CSc1nnc(-c2cccnc2)o1)Oc1ccccc1,-0.6,1,-4,i,4,-18,-1,-1,-3,0
COc1ccccc1NC(=O)CSc1nnc(-c2ccccn2)n1Cc1ccco1,0.6,-3,-5,i,-2,-6,-1,13,-5,0
COc1ccc(-c2csc(NC(=O)CS(=O)(=O)c3ccc(F)cc3)n2)cc1OC,0.7,-17,8,i,-6,6,11,5,-13,1
O=C(NCCS(=O)(=O)N1CCC2(CC1)OCCO2)c1ccccc1,-0.5,3,0,i,-1,3,2,-6,-11,-2
Cc1ccc(S(=O)(=O)N(CC(=O)N2CCCCC2)c2cccc(C)c2)cc1,0.1,-1,1,i,4,-14,-2,9,0,3
COc1ccc(Cl)cc1NC(=O)C/C(C)=N/NC(=O)CC#N,-2.2,-3,1,i,-4,6,-2,-4,12,-2
O=C(C(=O)N1CCN(c2ccccc2F)CC1)c1cn(CC(=O)N2CCOCC2)c2ccccc12,-2.4,0,2,i,-4,-1,0,6,6,2
O=C1[C@H]2[C@@H]3CCN1CCC[C@@H]2C=C[C@@H]3c1ccc(Br)cc1,0.1,/,-1,/,/,11,4,8,22,/
O=C(CC1C(=O)N(c2ccccc2)C(=S)N1c1ccccc1)c1ccc(Br)cc1 (configuration not stated),2.2,-1,3,i,-7,-2,2,3,-22,1
C[C@@H]1CN([C@@H](C)CO)S(=O)(=O)c2ccc(/C=C/c3ccccc3)cc2O[C@@H]1CN(C)Cc1ccc(C(=O)O)cc1,-1.5,4,1,i,/,4,-9,16,-10,0
CCSc1ccc([C@@H]2[C@H]3C(=O)N(C)C(=O)[C@H]3[C@]3(C(=O)OC)CCCCN23)cc1OC,-0.8,0,-2,i,-3,-3,-5,-2,-15,4
O=c1c2ccccc2nnn1-c1ccccc1[N+](=O)[O-],-0.6,-1,2,i,/,13,-15,-5,-5,4
COc1ccc(NC(=O)C[C@H]2C(=O)N(c3ccccc3)C[C@@H]2CSC)cc1,-2.8,-5,3,i,/,-6,6,-1,-5,-2
CCc1ccccc1NC(=O)Cn1nc(C(F)(F)F)c2c1CCC2,-1.1,0,-15,i,-13,-10,-4,-8,1,4
C#CC(=O)N(c1cc(OC)ccc1OC)C(C(=O)NC1CCCC1)c1cccs1 (configuration not stated),0.0,28,-23,i,-8,-2,15,-3,7,-1
CCOc1cc(NC(=S)NCCOC)c(OCC)cc1NC(=O)c1ccco1,0.2,-5,0,i,-7,-2,1,3,2,0
CCOC(=O)CNC(=O)Nc1cc(C(C)(C)C)nn1-c1ccccc1,-0.5,1,-2,i,1,4,1,-2,0,0
CN(C)C(=S)c1ccc2ccccc2n1,-1.7,4,-3,i,-9,-12,1,3,3,-10
C#CCn1c(O)c(N=NC(=O)CNC(=O)/C=C/c2ccccc2)c2ccccc21,0.3,-2,2,i,-2,6,-35,13,1,2
CCc1ccc(NC(=O)CSc2nnc(-c3n[nH]c4ccccc34)n2-c2ccccc2)cc1,0.7,14,1,i,-10,-11,-2,9,-9,0
CC(C)CCNC(=O)C1(C)CCN1Cc1ccc2ccccc2c1 (configuration not stated),-0.5,0,-2,i,/,12,1,3,-7,-1
O=C(COC(=O)c1c[nH]c(=O)[nH]c1=O)Nc1cccc([N+](=O)[O-])c1,-0.3,1,0,i,-1,-1,-21,-3,13,1
Cc1ccc2cc(CN(Cc3ccc4c(c3)OCO4)Cc3nnnn3Cc3ccco3)c(=O)[nH]c2c1,2.0,-3,-6,i,-10,17,2,4,0,1

# Single values from the entries so far.
# Reading for COc1ccc(Cl)cc1NC(=O)C/C(C)=N/NC(=O)CC#N in LMPTP block: -2.2
# Reading for CCOc1cc(NC(=S)NCCOC)c(OCC)cc1NC(=O)c1ccco1 in Scp1 inh: -7
# Reading for O=C(C(=O)N1CCN(c2ccccc2F)CC1)c1cn(CC(=O)N2CCOCC2)c2ccccc12 in LMPTP block: -2.4

# The list goes on:
SMILES,LMPTP block,DNMT1 block,MT1-MMP act inh,Rpn11 inh,Scp1 inh,SKN-1 block,SUMO1 PPI mod,NadD inh,CendR NRP1 mod,STEP inh
Cc1cc(C)c(-c2nc3ccccc3s2)[nH]1,2.0,-7,4,+,2,19,-17,5,-42,-4
O=C(COC(=O)c1cc2c(s1)CCCC2)NCc1ccccc1Cl,0.2,4,3,i,-7,-5,2,-1,10,0
Cc1ccc(Cl)cc1-n1c(SCC(=O)NCCC2=CCCCC2)nc2n[nH]c(C)c2c1=N,0.4,-1,1,i,-5,10,-9,2,-6,-1
COc1cccc(/C=N/NC(=O)C(C)Sc2ccccc2)c1 (configuration not stated),0.2,-1,1,i,-1,-5,-5,-2,-3,-2
O=c1c2cccnc2n(-c2ccccc2)n1Cc1ccc(Cl)cc1,2.1,0,-2,i,-12,8,2,0,2,1
O=c1c2ccccc2oc2cc(C#CC3(O)CCCCC3)ccc12,2.0,-7,-1,i,-11,19,-3,-2,-10,-1
O=C(Nc1ccnn1C1CCN(Cc2ccccc2)CC1)c1ccccc1Cl,-1.9,2,3,i,10,-26,-2,-5,-2,1
Cc1cccc(C)c1NC(=O)C1=C(O)c2ccccc2N(C)S1(=O)=O,-0.6,-8,-3,i,-22,14,-3,-3,4,2
O=C(CSc1ccc(-c2ccco2)nn1)Nc1ccc(F)cc1F,1.7,-2,3,i,-6,14,-8,3,15,2
COc1ccc(CCNC(=O)CSc2ncn[nH]2)cc1,-0.3,5,0,i,-5,-6,0,0,2,-1
COC(=O)[C@]1(C)N[C@H](CN(C)C(=O)Nc2ccc(C)cc2)[C@@H]2C(=O)N(C)C(=O)[C@@H]21,-2.1,5,2,i,4,4,4,-5,-2,4
CCc1ccc(NC(=O)NCc2cccnc2)cc1,0.5,1,0,i,-5,3,-3,-1,10,-1
Cn1nnnc1SCC(=O)Nc1ccc(Br)cc1Cl,-2.0,0,4,i,1,3,3,3,18,2
COc1ccc(NC(=O)Nc2ccc(Cc3ccncc3)cc2)c(OC)c1,-0.3,-8,-2,i,-5,-2,-3,-4,5,0
COc1cc(C)c(Cl)cc1S(=O)(=O)n1cnc(C)c1,-1.1,2,-1,i,-3,12,3,5,-4,1
Cc1ccc(NC(=O)CSc2nc(=O)cc(N)n2CCc2ccccc2)cc1,-0.4,-5,1,i,1,3,-1,-2,-6,1
Cc1cc(NC(=O)CCCn2cnc([N+](=O)[O-])n2)no1,-2.1,0,0,i,-11,25,-18,-8,6,-1
CC(NC(=O)COc1ccc(/C=N/NC(=O)C(=O)Nc2ccccc2Br)cc1)c1ccccc1 (configuration not stated),-2.0,18,3,i,6,7,-1,8,8,3
O=C(OCC(=O)N1N=C(c2ccc(Cl)cc2)CC1c1ccco1)c1cncc(Br)c1 (configuration not stated),4.5,16,-3,i,12,-3,-2,24,-27,3
Cc1ccc(S(=O)(=O)NCc2ccccc2)cc1C(=O)NCCc1ccc(S(N)(=O)=O)cc1,-0.1,1,7,i,5,-14,-3,5,9,2
COc1cc(/C=C(\NC(C)=O)C(=O)N2CCCCC2)ccc1OC(C)=O,-1.0,1,0,i,1,1,3,2,-10,-1
Cc1sc(NC(=O)C2=COCCO2)c(C#N)c1C,4.0,2,-3,i,-1,6,0,6,1,8
CCOc1ccc(Br)cc1S(=O)(=O)NCCN(C)C,-10,-1,-1,i,1,2,-2,0,-12,-2
COc1ccccc1CN1CCNC(=O)C1CC(=O)NCc1csc(C)n1 (configuration not stated),-2.4,0,4,i,-10,13,1,0,-1,-1
Cc1cc(Br)ccc1NC(=O)CN(C)C(=O)C1=COCCO1,-0.8,4,-4,i,3,4,-1,0,-7,3

# Compound profiles, from the list above. Screens in order: LMPTP block, DNMT1 block, MT1-MMP act inh, Rpn11 inh, Scp1 inh, SKN-1 block, SUMO1 PPI mod, NadD inh, CendR NRP1 mod, STEP inh
# Shown for Cc1sc(NC(=O)C2=COCCO2)c(C#N)c1C = 4.0, 2, -3, i, -1, 6, 0, 6, 1, 8
# Shown for COc1cc(C)c(Cl)cc1S(=O)(=O)n1cnc(C)c1 = -1.1, 2, -1, i, -3, 12, 3, 5, -4, 1
# Shown for COc1cccc(/C=N/NC(=O)C(C)Sc2ccccc2)c1 (configuration not stated) = 0.2, -1, 1, i, -1, -5, -5, -2, -3, -2
